Compound activity from PubChem.
M5 ag = human M5 muscarinic receptor agonists, primary screen, CHO-K1 cells, Fluo-8 calcium fluorescence; CHO-K1 hM5 cells; 0% DMSO wells, 100% maximal acetylcholine response; 360,000 tested, 0.19% active; activation, % at 3 µM;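 active means activation above the run's mean over test compounds plus 3 SD, cut at about 23% in these data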;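 further: signal is peak over basal fluorescence ratio across the kinetic read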
Target sequence (P08912 whole entry, looked up): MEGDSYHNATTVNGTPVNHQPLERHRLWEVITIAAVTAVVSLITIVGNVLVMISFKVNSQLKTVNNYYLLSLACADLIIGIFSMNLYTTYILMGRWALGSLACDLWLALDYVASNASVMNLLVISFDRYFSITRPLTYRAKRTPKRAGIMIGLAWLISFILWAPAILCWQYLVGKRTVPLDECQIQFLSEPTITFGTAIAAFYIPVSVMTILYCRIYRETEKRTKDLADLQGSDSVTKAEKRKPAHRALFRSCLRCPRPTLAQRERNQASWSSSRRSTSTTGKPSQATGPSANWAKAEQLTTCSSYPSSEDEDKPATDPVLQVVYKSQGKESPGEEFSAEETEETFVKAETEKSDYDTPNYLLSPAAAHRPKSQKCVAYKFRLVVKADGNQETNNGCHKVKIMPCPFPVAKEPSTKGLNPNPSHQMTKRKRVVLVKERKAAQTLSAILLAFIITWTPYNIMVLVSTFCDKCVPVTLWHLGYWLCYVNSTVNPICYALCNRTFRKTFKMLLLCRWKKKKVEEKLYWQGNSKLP
CHRM5 PAM = human M5 muscarinic receptor positive allosteric modulators, primary screen, CHO-K1 cells, Fluo-8 calcium fluorescence; 360,000 tested, 0.3% active; activation, % at 3 µM; AID 624038, 2012; Muscarinic acetylcholine receptor M5 (Homo sapiens), P08912; CHO-K1 hM5, ACh EC20 PAM; 0% = ACh EC20, 100% = ACh EC100;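 active means activation above the run cutoff, the mean activation of all test compounds plus 3 SD, cut at about 18% in these data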
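System: CHO-K1 cell line with stable human muscarinic M5 receptor expression | Also added: EC20 acetylcholine as agonist stimulus | Compound: One concentration, 3 µM final (nominal) | Timing: Fluo-8 loading 80 min at 37 °C plus 30 min room temperature | Measured by: Fluo-8 calcium dye fluorescence, kinetic read | Read-out basis: % activation, ACh-normalized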
M4 antag = human M4 muscarinic receptor antagonists, primary screen, CHO cells, Fluo-8 calcium fluorescence | Muscarinic acetylcholine receptor M4 (Homo sapiens), P08173 | CHO-hM4 cells, ACh EC80 | inhibition, % at 3 µM | 360,000 tested, 0.73% active | AID 624125, 2012;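 active means inhibition above its plate's cutoff, the mean inhibition of sample wells plus 3 SD, cut at about 27% in these data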;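 further: 0% = acetylcholine EC80 with DMSO and 100% = DMSO without agonist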
Target sequence (P08173 whole entry, looked up): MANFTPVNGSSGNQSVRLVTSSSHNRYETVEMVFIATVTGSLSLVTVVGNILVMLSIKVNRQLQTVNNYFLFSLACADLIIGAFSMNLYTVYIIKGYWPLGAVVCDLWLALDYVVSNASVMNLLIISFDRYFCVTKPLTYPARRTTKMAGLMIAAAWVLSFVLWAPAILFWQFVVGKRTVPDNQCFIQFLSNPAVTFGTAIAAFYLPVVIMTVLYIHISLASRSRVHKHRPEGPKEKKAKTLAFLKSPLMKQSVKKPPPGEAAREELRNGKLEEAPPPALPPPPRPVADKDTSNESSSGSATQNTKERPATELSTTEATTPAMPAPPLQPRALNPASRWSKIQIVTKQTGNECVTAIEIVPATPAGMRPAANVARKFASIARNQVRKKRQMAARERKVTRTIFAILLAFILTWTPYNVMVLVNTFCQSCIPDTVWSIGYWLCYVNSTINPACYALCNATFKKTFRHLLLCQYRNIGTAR
M5 antag = human M5 muscarinic receptor antagonists, primary screen, CHO cells, Fluo-8 calcium fluorescence | Muscarinic acetylcholine receptor M5 (Homo sapiens), P08912 | CHO-hM5 cells, ACh EC80 | inhibition, % at 3 µM | 360,000 tested, 0.59% active | AID 624040, 2012;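 active means inhibition above a per-plate cutoff, the mean of that plate's test compounds plus 3 SD, cut at about 27% in these data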;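 further: 0% = acetylcholine EC80 with DMSO and 100% = DMSO without agonist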
CHRM1 antagonist = human M1 muscarinic receptor antagonists, primary screen, CHO-K1 cells, Fluo-8 calcium fluorescence, 1536-well | CHO-K1 hM1, ACh EC80 antagonist | inhibition, % at 3 µM | 360,000 tested, 1.3% active | AID 588852, 2011;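 active means percent inhibition above its own plate's cutoff, namely the mean of that plate's compound wells plus 3 SD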;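 further: peak over basal fluorescence ratio during 140 s after agonist addition; 0% = ACh EC80 plus DMSO and 100% = DMSO alone without agonist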
M4 ag = human M4 muscarinic receptor agonists, primary screen, CHO-K1 cells, Fluo-8 calcium fluorescence. Muscarinic acetylcholine receptor M4 (Homo sapiens), P08173. AID 624127, 2012. 360,000 tested, 0.14% active. activation, % at 3 µM. CHO-K1 hM4/Gqi5; vehicle 0%, full acetylcholine response 100%;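 active means activation above the run mean over all test wells plus 3 SD, cut at about 32% in these data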;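 further: peak over basal fluorescence ratio per well then scaled between controls; 0% = DMSO wells and 100% = acetylcholine at EC100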
TAAR1 agonist = human TAAR1 agonists, primary screen, Fluo-8 calcium fluorescence, CHO RD-HGA16 cells; activation, % at 3 µM; 360,000 tested, 0.99% active; AID 624467, 2012; vehicle wells 0%, saturating PEA agonist 100%; Trace amine-associated receptor 1 (Homo sapiens), Q96RJ0;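 active means activation above the mean activation of all test compounds in the run plus 3 SD, cut at about 38% in these data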
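test system = CHO RD-HGA16 cells carrying human TAAR1 plus Gα16 | schedule = 17-24 h seeding, 75 min 37 °C dye, 30 min RT | compound dosing = 3 µM single concentration | control set = DMSO and PEA EC100 | replicates = n 1 | signal = Fluo-8 fluorescence, 5 s baseline then 140 s kinetic read | measure = percent activation vs PEA EC100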
CHRM1 agonist = human M1 muscarinic receptor agonists, primary screen, Fluo-8 calcium fluorescence, CHO-K1 cells, HTS. Muscarinic acetylcholine receptor M1 (Homo sapiens), P11229. CHO-K1 hM1, agonist mode; 0% DMSO, 100% acetylcholine EC100. activation, % at 3 µM. 360,000 tested, 0.33% active. AID 588814, 2011;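 active means activation above the run's mean compound activation plus 3 SD, cut at about 16% in these data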;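 further: peak over basal fluorescence ratio within a 140 s kinetic read after compound addition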
M1 PAM = human M1 muscarinic receptor positive allosteric modulators, primary screen, CHO-K1 cells, Fluo-8 calcium fluorescence, 1536-well; AID 588819, 2011; CHO-K1 hM1, ACh EC20; 0% = ACh EC20, 100% = maximal ACh; Muscarinic acetylcholine receptor M1 (Homo sapiens), P11229; 360,000 tested, 0.088% active; activation, % at 3 µM; in the data active means activation above about 19%, passing the limit was not always enough
The depositor's hits bear a star; . = no result given. Not all compounds are listed, so the mix of outcomes need not match the whole.

SMILES	M5 ag	CHRM5 PAM	M4 antag	M5 antag	CHRM1 antagonist	M4 ag	TAAR1 agonist	CHRM1 agonist	M1 PAM
COC(=O)CC/C(O)=C1\C(=O)CC(C)(C)CC1=NCc1nc2ccccc2[nH]1	-10	3	0	7	-16	2	1	-3	13
CCC(CC)=NNC(=O)c1ccccc1OCc1ccc(F)cc1	-1	-2	9	-4	-6	-2	-2	-8	6
Cc1ccc2c(CN3CCN(CCO)CC3)cc(=O)oc2c1	-2	-6	10	7	2	1	10	-2	5
COc1cc(OC)c(C2C(C#N)=C(N)OC3=C2C(=O)CC(C)(C)C3)cc1OC (stereo unspecified)	-3	5	0	-4	-15	0	0	-1	1
CN(C)CCNC(=O)c1cccc(S(=O)(=O)Nc2ccccc2F)c1	-5	-9	4	-2	4	0	5	-5	1
O=C(COC(=O)c1cc2c(s1)CCCC2)NCc1ccccc1Cl	-5	-1	-7	0	-10	1	-1	-9	11
Cc1ccc(-c2ccc(S(=O)(=O)NCC3CCCO3)cc2)cc1 (stereo unspecified)	3	-12	0	13	-3	7	0	-3	3
O=C(O)C1CCCN1c1nc(-c2ccc(Cl)c(Cl)c2)cc(C(F)(F)F)n1 (stereo unspecified)	-4	10	-7	2	-2	3	2	-4	1
CN(C)/C=C/C(=O)c1cnc2n(c1=O)CCS2	-1	-4	-3	-8	-8	1	4	-6	4
O=C(O)/C=C/c1ccc(OCc2cccc(F)c2)cc1	-4	-1	0	10	2	1	8	-1	1
Cc1cc(NC(=O)CN2CCC(C)CC2)no1	-3	7	-5	2	8	0	1	-9	-5
CC(=O)NCCc1nc2ccccc2n1CCOc1ccc(C)cc1	6	10	10	-2	-14	2	2	-1	10
Cc1ccn2c(=O)nc(SCC(=O)N3CCN(c4ccccc4)CC3)nc2c1	0	2	-7	6	2	3	1	-7	0
Cc1nn(Cc2ccc([N+](=O)[O-])cc2)c(=O)n1-c1ccccc1	-1	-1	11	1	3	0	0	-5	-6
CC(Oc1ccc2c(-c3ccccc3)cc(=O)oc2c1)C(=O)NCC(O)c1ccccc1 (stereo unspecified)	1	-3	-4	9	-17	3	3	-3	5
O=C(CCCCCNC(=O)N1CCn2c1nc1ccccc12)NCc1ccc(Cl)cc1	-5	1	2	-3	5	9	6	-3	-9
CN(Cc1cccs1)C(=O)CCNS(=O)(=O)c1ccc(Br)cc1	0	6	-1	-5	-6	4	8	-4	8
CCCCc1cc(-c2n[nH]c(=S)o2)c2ccccc2n1	2	0	-7	2	-23	3	2	1	12
CC[C@@H]1CCCCc2ccccc2[C@@H](C(=O)C[C@H](O)CC(C)=O)OC1=O	-1	-1	-21	-8	-16	1	0	-4	10
O=C(NNc1c(F)c(F)cc(F)c1F)C1CCN(S(=O)(=O)c2ccccc2F)CC1	2	3	-4	11	3	5	3	-1	-3
CCN1CCN(CCCNC(=O)c2ccc3c(c2)N(Cc2ccc(C)cc2)CCS3)CC1	-8	6	-9	-7	-9	2	.	-6	3
O=S(=O)(Nc1c(O)ccc2ccccc12)c1ccc(F)cc1	1	-4	2	11	0	3	2	-2	1
Cc1cnc(C2OCCO2)c2cccc(N)c12	1	-4	5	5	6	0	-1	-2	0
O=C1C2C3C=CC(C3)C2C(=O)N1CCc1ccccc1 (stereo unspecified)	-1	1	-6	-7	-3	2	0	-6	4
CCOC(=O)C1=C(COC(=O)/C=C/c2cccc(OC)c2)NC(=O)NC1C (stereo unspecified)	6	-12	6	12	15	19	17	4	-2
COc1ccc(C(=O)CSc2n[nH]c(N)n2)cc1	-4	0	-3	-3	2	0	10	-5	10
c1ccc(-c2nnc3oc(-c4cccs4)nn23)cc1	3	-8	-3	4	-4	4	8	-2	1
CCCn1cnc2c(N)c(C)c(C)cc21	-1	2	3	-1	-14	0	7	-1	7
CCc1ccc(N2CC(C(=O)Nc3ccccc3F)CC2=O)cc1 (stereo unspecified)	0	-1	-6	7	1	-1	-3	-6	1
C=CCn1c(SCC(=O)N(CC)C2CCS(=O)(=O)C2)nc2cc(C(=O)O)ccc2c1=O (stereo unspecified)	2	2	-7	13	-5	0	1	-1	7
COc1ccc(OCc2nnc(SCC(=O)Nc3ccccc3C#N)o2)cc1	0	6	4	3	-8	1	5	-4	9
COc1cccc(CNC(=O)[C@@H]2CCCN2C(=O)[C@@H]2CCCN2C(=O)c2cccc(OC)c2)c1	-1	1	-1	-2	.	0	-1	.	.
Cc1noc(C)c1CSc1ccccc1C(=O)N1CCN(c2ccccc2)CC1	-5	5	-15	-1	-3	12	16	-3	3
COc1cccc(OCc2nc3ncc(Br)cc3[nH]2)c1	4	0	-1	-4	-8	0	7	-2	4
COc1ccc(NC(=O)CNC(=O)c2nn(-c3ccc(OC)c(Cl)c3)c(=O)c3ccccc23)c(OC)c1	1	-3	-6	-2	12	14	10	-1	-6
O=C(CCN1C(=O)[C@H]2CC=CC[C@H]2C1=O)NCc1nc(-c2ccc(Cl)cc2)no1	-1	2	8	-4	-19	3	2	-2	11

3 entries out of the list, arranged by SMILES length, ascending.
SMILES	M5 ag	CHRM5 PAM	M4 antag	M5 antag	CHRM1 antagonist	M4 ag	TAAR1 agonist	CHRM1 agonist	M1 PAM
COc1ccc(C(=O)CSc2n[nH]c(N)n2)cc1	-4	0	-3	-3	2	0	10	-5	10
Cc1noc(C)c1CSc1ccccc1C(=O)N1CCN(c2ccccc2)CC1	-5	5	-15	-1	-3	12	16	-3	3
COc1cccc(CNC(=O)[C@@H]2CCCN2C(=O)[C@@H]2CCCN2C(=O)c2cccc(OC)c2)c1	-1	1	-1	-2	.	0	-1	.	.

Next section:
SMILES	M5 ag	CHRM5 PAM	M4 antag	M5 antag	CHRM1 antagonist	M4 ag	TAAR1 agonist	CHRM1 agonist	M1 PAM
CC(=O)Nc1ccc(-c2csc(NNC(=O)c3ccccc3)n2)cc1	-5	3	-13	2	-12	2	3	-4	7
CN(C)CCOC(=O)C12CC3CC(C1)CC(C(=O)OCCN(C)C)(C3)C2	-7	-21	14	19	16	15	0	-3	-8
O=C(CSc1nc2ccc(NC(=O)c3ccccc3C(=O)O)cc2s1)Nc1ccc(F)c([N+](=O)[O-])c1	4	2	3	9	8	13	11	-3	6
Cc1ccc(S(=O)(=O)N2CCN(C(=O)CN3C(=O)NC(C)(CCC(C)C)C3=O)CC2)c(C)c1 (stereo unspecified)	-1	-3	6	8	-5	3	2	-2	2
CCCCNS(=O)(=O)c1ccc2nc(-c3cccnc3)cc(C(=O)NC(C)CC)c2c1 (stereo unspecified)	1	-3	-6	1	0	1	1	-2	2
CCn1c(SCC(=O)OC)nnc1-c1c[nH]c2ccccc12	-2	3	5	8	-9	1	0	-3	4
CC(C)OCCCNC(=S)N1CCC(C(=O)c2ccc3c(c2)OCCO3)CC1	1	2	-2	-4	-18	4	10	-4	9
CC(C)CNC(=O)COc1ccc(Sc2ccc(OCC(=O)NCC(C)C)cc2)cc1	5	-10	-3	0	7	6	7	1	-3
CN(C)CCCn1cnc2c(c1=N)C(c1ccccc1)c1ccc3ccccc3c1O2 (stereo unspecified)	-7	2	-2	3	-9	5	6	-9	6
CCN1CCN(S(=O)(=O)c2ccc(OC)c(Br)c2)CC1	-5	-4	7	4	-2	0	1	-6	5
O=C(O)CC(NC(=O)c1cccc(F)c1)c1ccc(OC2CCCC2)cc1 (stereo unspecified)	-4	-3	10	11	-7	1	2	-6	11
CC(C)CCNC(=O)C(c1ccco1)N(CCCO)C(=O)Cn1nnc(-c2ccc(F)cc2)n1 (stereo unspecified)	0	-2	-12	7	3	0	4	-2	2
CC(=O)c1cccc(NS(=O)(=O)c2cc(-c3cnc(C4CC4)o3)ccc2C)c1	-3	-10	3	14	9	13	0	1	-6
Cc1ccc(C2=NN(S(C)(=O)=O)C(c3ccc4nccnc4c3)C2)cc1 (stereo unspecified)	0	-6	-1	10	-6	1	2	-9	8
O=C(Nc1cc(C(F)(F)F)ccc1N1CCOCC1)C1Cc2ccccc2CN1C(=O)c1ccco1 (stereo unspecified)	1	1	2	2	-4	0	-2	-4	3
COc1cc2c(cc1OC)CN(C(=O)CCCOc1ccc(Cl)cc1Cl)CC2	0	1	15	2	0	2	15	-1	6
Cc1[nH]nc(-c2ccc(O)cc2O)c1-c1nc2ccccc2s1	0	-3	14	8	3	13	4	-5	1
COc1cc(-c2cnc3c(NC=O)cc(-c4ccc(N5CCN(C)CC5)cc4)cn23)cc(OC)c1OC	-1	5	-2	-2	-27	2	7	-7	17
CNc1oc(-c2ccc(F)cc2)nc1S(=O)(=O)c1ccccc1	-3	0	-8	4	-5	1	2	-5	5
COc1cc(NC(=O)C2CC(=O)N(CCc3ccccc3)C2)cc(OC)c1 (stereo unspecified)	2	-8	2	7	-3	3	1	-3	3
C=CCOC(=O)C1=C(C)NC(SCC(=O)Nc2ccc(C)c(Cl)c2)=C(C#N)C1c1ccco1 (stereo unspecified)	-5	-4	1	-6	-3	0	0	-4	2
CC(C)CC(=O)Nc1ccccc1N1CCCC1	-4	4	-7	-3	-11	0	-1	-10	8
O=C(CSc1ccc(-c2ccc(-n3cccn3)cc2)nn1)Nc1ccccc1F	-4	-6	-6	7	-11	2	4	-1	9
CCOC(=O)c1cccc(NS(=O)(=O)c2c(C)[nH]c(=O)[nH]c2=O)c1	-1	0	-1	2	-10	1	4	-4	9
CCOC(=O)c1c(C)[nH]c(C(=O)N/N=C/c2cccc(OC)c2)c1C	3	-7	2	8	12	9	17	-3	-10
Cc1ccc(C(=O)OCC(=O)c2c(N)n(C)c(=O)n(C)c2=O)cc1S(=O)(=O)N1CCCCC1	0	-6	12	12	-18	2	-2	-4	8
CC(C)(C)Nc1nc(-c2ccc3c(c2)CCN3C(=O)C2CC2)cs1	-2	0	3	7	-5	1	-2	-1	1
CCOCCn1c(-c2ccccc2)nc2ccccc21	0	1	3	-7	-5	0	4	-4	2
CC(C(=O)NCC1(c2ccccc2)CCOCC1)N1CCOCC1 (stereo unspecified)	-3	2	-4	7	-14	2	7	-2	5
CC(=O)N1CCN(C(c2ccccc2)c2ccccc2)CC1	-11	0	1	-14	-13	1	2	-10	6
